TEAD-YAP inh: TEAD-YAP interaction inhibition; inhibition, % at 9.12 µM; HEK-TIYL cells, TEAD-Gal4/YAP UAS-luciferase luminescence; 640,000 tested, 1.4% active; in the data active = inhibition above about 32%;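 note: 0% = median of test compound wells and 100% = reference inhibitor wells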
GPR151 ag: activates the human receptor GPR151. PathHunter beta-arrestin GPR151 cells, luminescence. activation, % at 11.2 µM. Q8TDV0. 650,000 tested, 1% active; in the data active = activation above about 4.9%;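 note: 0% = median of compound wells and 100% = cells with positive control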
MITF inh: human MITF inhibition, primary screen | O75030 | AlphaScreen MITF homodimerization, bead proximity signal | inhibition, % at 2.6 µM | 650,000 tested, 0.91% active | AID 1259374; in the data active = inhibition above about 50%;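 note: 0% = vehicle wells with protein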
FBW7 act: human FBW7 E3 ligase activation, primary screen. AlphaScreen FBW7–phospho-cyclin E peptide binding, activator screen. normalized activity (activation), % at 26.1 µM. 650,000 tested, 0.13% active. AID 1259310; in the data active = normalized activity above about 1.9%;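 note: purified mutant Fbw7 with reduced substrate affinity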
Target sequence (Q969H0 whole entry, looked up): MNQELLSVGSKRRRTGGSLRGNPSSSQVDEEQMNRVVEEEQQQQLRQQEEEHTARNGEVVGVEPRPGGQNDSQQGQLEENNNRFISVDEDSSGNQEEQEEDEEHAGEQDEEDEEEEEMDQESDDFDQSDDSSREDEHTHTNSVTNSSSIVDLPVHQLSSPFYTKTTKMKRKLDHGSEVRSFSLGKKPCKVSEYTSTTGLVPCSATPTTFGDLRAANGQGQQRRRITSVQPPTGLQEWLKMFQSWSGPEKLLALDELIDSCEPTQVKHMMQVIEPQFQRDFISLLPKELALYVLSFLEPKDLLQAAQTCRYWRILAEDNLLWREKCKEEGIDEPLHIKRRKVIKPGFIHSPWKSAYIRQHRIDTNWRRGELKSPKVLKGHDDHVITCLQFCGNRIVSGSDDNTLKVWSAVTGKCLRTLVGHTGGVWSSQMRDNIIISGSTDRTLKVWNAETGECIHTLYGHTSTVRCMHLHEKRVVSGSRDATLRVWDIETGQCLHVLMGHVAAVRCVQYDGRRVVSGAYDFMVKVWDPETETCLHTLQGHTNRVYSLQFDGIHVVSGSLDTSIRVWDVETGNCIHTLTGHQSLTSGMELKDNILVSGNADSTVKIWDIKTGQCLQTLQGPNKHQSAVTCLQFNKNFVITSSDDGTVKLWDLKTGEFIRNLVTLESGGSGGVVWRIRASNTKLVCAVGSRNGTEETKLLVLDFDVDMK
The depositor's hits bear a star; & = joins results of further samples.

Second line of a record – GPR151 ag | TEAD-YAP inh | MITF inh | FBW7 act
1. CC(=O)O[C@]1(C(C)=O)CC[C@H]2[C@@H]3C=C(C)C4=CC(=O)CCC4(C)[C@H]3CCC21C (some centres undefined)
  -1.1 | -11 | -24 | 0.1
2. O=C1C2C3CCC(C3)C2C(=O)N1CNc1cccc(Cl)c1 (centres undefined)
  3.3 | 3 | 7 | -0.1
3. CC(=O)Nc1sc(N)nc1-c1cccs1
  -0.2 | -6 | 10 | 0.5
4. Cc1ccc(S(=O)(=O)N(C)CC(=O)OCN2C(=O)c3ccccc3C2=O)cc1
  0.6 | 10 | -6 | -0.1
5. CC(C)CSc1ccc(S(=O)(=O)NCC(=O)O)cc1[N+](=O)[O-]
  0.3 | 6 | -4 | 0.2
6. N#Cc1ccccc1COC(=O)c1ccc(F)cc1
  -1.2 | 0 | 2 | 0.8
7. O=C(N/N=C/C=C\c1ccco1)c1ccncc1
  0.8 | 3 | 18 | 0.0
8. O=C(C1Cc2ccccc2CN1C(=O)c1ccco1)N1CCc2ccccc21 (centres undefined)
  1.1 | -3 | -3 | -0.1
9. CC1(C)Oc2ccc(C(=O)NNC(=O)Nc3ccccc3)cc2NC1=O
  -0.5 | -2 | 4 | -0.1
10. COc1ccc(C2=N/C(=C/c3cccc([N+](=O)[O-])c3)C(=O)N2c2ccc(C)cc2C)cc1Br
  0.3 | -5 | -4 | 0.3
11. O=C(Nc1ccc(Cl)cc1)c1csc2c1CCCC2
  0.4 | -73 | 5 | 0.1
12. CCc1cccc2c(C#N)cn(CC(=O)N(CC)CC)c12
  0.7 | -3 | 9 | -0.4
13. Cc1ccccc1-n1[nH]c(C)c(C=Nc2ccc(Cl)cc2[N+](=O)[O-])c1=O
  1.3 | -23 | 5 | -0.4
14. COc1ccccc1C1/C(=C(\O)c2ccccc2)C(=O)C(=O)N1c1ccc(C)c(Cl)c1 (centres undefined)
  1.3 | 1 | 2 | 0.0
15. CC(C)(C)c1[nH]nc2c1C(c1cccnc1)C(C#N)=C(N)O2 (centres undefined)
  1.1 | 0 | 14 | -0.3
16. CC(C)C(=O)N1CCCC(c2ccnc3nc(C(F)(F)F)nn23)C1 (centres undefined)
  2.8 | -4 | 0 | -0.1
17. COCCNC(=O)/C(C#N)=c1\s/c(=C\c2cccs2)c(=O)n1-c1ccccc1F
  1.7 | 5 | -2 | 0.0
18. COc1ccc(NC(=O)CSCc2ccccc2C)cc1
  -1.0 | -36 | -4 | -0.1
19. Cc1cccc(NC(c2cccc(C)n2)c2ccc3ccc(C)nc3c2O)n1 (centres undefined)
  -0.1 | -17 | 15 | 0.5
20. COC(=O)c1c(NC(=O)c2ccco2)sc(C(=O)Nc2ccccc2)c1C
  2.2 | -2 | 8 | 0.5
21. O=C(/C=C/c1ccc(S(=O)(=O)N2CCCCCC2)cc1)OCC(=O)c1cccs1
  1.3 | 6 | -2 | 0.2
22. COc1ccccc1C(=O)N[C@@H]1c2ccccc2C2(CCN(Cc3cccnc3)CC2)[C@H]1O
  0.2 | 12 | -13 | -0.2
23. Cc1nonc1C1=CC(C)(c2nonc2C)C(C#N)(C#N)C(N)=C1C#N (centres undefined)
  -0.1 | 1 | 8 | -0.1
24. CC1=C(C#N)c2nc(N)c(C#N)c(C)c2/C1=C\c1c[nH]c2ccccc12
  -0.1 | 7 | 10 | -0.2
25. CC1=C(C(=O)Nc2ccccn2)C(c2ccncc2)n2ncnc2N1 (centres undefined)
  0.8 | 6 | 5 | -0.1
26. CCOc1ccc(NC(=O)CCC(=O)c2ccc(F)cc2)cc1
  0.1 | -1 | 0 | 0.0
27. COc1cc(C2C3=C(CC(C)(C)CC3=O)NC3=C2C(=O)c2ccccc23)ccc1O (centres undefined)
  0.6 | 0 | 20 | 0.4
28. Cc1nc(C)c(-c2ccc(SCC(=O)c3ccc(F)cc3)nn2)s1
  -0.6 | -16 | -7 | 0.1
29. CCC1(CC)NC(=O)N(CC(=O)OCC(=O)N2CCc3ccccc32)C1=O
  -2.8 | 3 | -8 | 0.0
30. COCCNC(=O)Cn1nc(C(F)(F)F)c2c1CCCC2
  -0.4 | 8 | 10 | 0.0

Compound profiles, from the list above. Order of values: GPR151 ag	TEAD-YAP inh	MITF inh	FBW7 act
CCOc1ccc(NC(=O)CCC(=O)c2ccc(F)cc2)cc1 in the list: 0.1	-1	0	0.0
CCc1cccc2c(C#N)cn(CC(=O)N(CC)CC)c12 in the list: 0.7	-3	9	-0.4
O=C(N/N=C/C=C\c1ccco1)c1ccncc1 in the list: 0.8	3	18	0.0
CC1(C)Oc2ccc(C(=O)NNC(=O)Nc3ccccc3)cc2NC1=O in the list: -0.5	-2	4	-0.1
Cc1cccc(NC(c2cccc(C)n2)c2ccc3ccc(C)nc3c2O)n1 (centres undefined) in the list: -0.1	-17	15	0.5

Continuation:
Second line of a record – GPR151 ag | TEAD-YAP inh | MITF inh | FBW7 act
31. CCOc1ccc(S(=O)(=O)Nc2cccc(F)c2)cc1
  1.9 | 5 | -3 | 0.1
32. COc1cc(OC)cc(-c2n[nH]c(=S)n2-c2ccc(C(=O)O)cc2)c1
  4.5 | 5 | 0 | 0.0
33. O=S(=O)(NCC1COC2(CCCC2)O1)c1cccs1 (centres undefined)
  1.8 | 2 | -11 | 0.1
34. N#Cc1ccc(CON=C2C3CC4CC(C3)CC2C4)cc1
  0.2 | -8 | 6 | 0.5
35. Cc1ccc(NC(=O)C2C3CCCC2C3c2ccccc2)c(C)c1 (centres undefined)
  0.7 | 15 | 6 | 0.5
36. CC1(C)CC2(C)N(O)C(=O)CN2C(=S)N1 (centres undefined)
  -0.5 | 3 | 2 | 0.0
37. C=CCNC(=O)CCN1c2ccccc2Sc2ccccc21
  0.8 | -1 | 18 | 0.7
38. O=C1N[C@@H](Cc2ccccc2)C(=O)N2CCN(CCCc3ccccc3)C[C@H]12
  -1.1 | 9 | 24 | 0.4
39. CCOC(=O)C1=C(C)N=c2s/c(=C/c3cc(C)n(-c4ccc([N+](=O)[O-])cc4)c3C)c(=O)n2C1c1ccc(Cl)cc1 (centres undefined)
  -1.0 | -3 | -12 | 0.1
40. COc1cc(N2CCN(C(=O)c3c(F)cccc3Cl)CC2)nc(C)n1
  -0.3 | 0 | 39 | 0.0
41. CC1(c2ccccc2)NC(=O)N(CC(=O)N2CCCC2)C1=O (centres undefined)
  0.7 | 5 | -16 | 0.1
42. Cc1ccc(N=C2NC(=O)CC(C(=O)Nc3ccc4c(c3)OCO4)S2)cc1 (centres undefined)
  0.6 | 4 | 3 | 0.1
43. COc1cccc(/C(C)=N/NC(=O)CC2(C)OCCO2)c1
  -1.2 | -5 | 14 | 0.1
44. CCc1ccc(N(CC(=O)NC(C)(C)C)C(=O)CCC(=O)Nc2ccccn2)cc1
  -1.8 | 0 | -8 | -0.1
45. COCCNC1CCN(c2cccc(NC(=O)CCCc3ccccc3)c2)CC1
  -0.3 | 1 | -5 | -0.1
46. COc1ccc(CNC(=O)CCCC(=O)Nc2cc(C)on2)cc1
  3.7 | -3 | 1 | 0.0
47. Cc1cc(-c2ccc(N3C(=O)C4C5C=CC(C5)C4C3=O)c(C)c2)ccc1N1C(=O)C2C3C=CC(C3)C2C1=O (centres undefined)
  1.0 | -2 | 0 | 0.0
48. CCOc1ccccc1C1Nc2ccccc2-c2nnc(SC)nc2O1 (centres undefined)
  -0.2 | -1 | 7 | 0.7
49. C=CCNS(=O)(=O)c1ccc(NC(=O)Nc2ccc(Cl)cc2)cc1
  -0.7 | 6 | -3 | 0.1
50. O=C(CSc1nnc2c(n1)[nH]c1ccccc12)Nc1nncs1
  -0.3 | -6 | 13 | 0.1
51. Cc1ccccc1NC(=O)C(=O)N/N=C/c1ccccc1F
  -0.7 | -7 | 3 | 0.0
52. CC1CCc2c(sc(NC(=O)Cc3ccc(F)cc3)c2C#N)C1 (centres undefined)
  3.2 | 7 | -9 | 0.1
53. Cc1ccccc1OCC(=O)Nc1sc2c(c1C#N)CCC2
  -0.1 | 3 | 4 | -0.1
54. CCCNC(=S)NC(=O)c1ccc(OC)c(OC)c1
  0.5 | 5 | 3 | 0.2
55. COc1ccc(C2/C(=C(\O)c3ccc(C)cc3)C(=O)C(=O)N2c2c(C)n(C)n(-c3ccccc3)c2=O)cc1 (centres undefined)
  -1.0 | -8 | 8 | 0.1
56. COc1ccc(C2CC(C(F)(F)F)n3ncc(C(=O)Nc4cccc(C)c4C)c3N2)cc1OC (centres undefined)
  -1.3 | -15 | 19 | 0.0
57. Cc1cccc(CCC(=O)Nc2n[nH]c3nc(C)cc(C(F)(F)F)c23)n1
  0.5 | 4 | -3 | 0.0
58. CC(=O)Nc1ccc(C(=O)Nc2cccc(C(=O)c3ccccc3)c2)cc1
  -0.8 | -5 | -3 | -0.1
59. COc1ccc2[nH]cc(CCNC(=S)Nc3ccccc3)c2c1
  0.1 | 0 | 12 | 0.2
60. Cc1cc(C)cc(NC(=O)CN(c2ccc(Cl)cc2Cl)S(=O)(=O)c2ccccc2)c1
  -0.6 | 4 | -8 | -0.2
61. CCOc1ccc2[nH]c(=O)c(CN(CCOC)C(=O)Nc3ccccc3C)cc2c1
  -0.3 | 3 | 19 | 0.3
62. NC(C(=O)O)c1ccc(CCCC(=O)O)s1 (centres undefined)
  4.0 | 5 | 19 | 0.1
63. CC1(C)CC(=O)c2sc(NC(=O)c3cc4ccccc4oc3=O)nc2C1
  -1.7 | 3 | -14 | -0.1
64. Cc1nc(NC(=O)C2CC2)sc1C(=O)Nc1ccccc1
  0.9 | -7 | -12 | 0.0
65. O=C(CCc1ccccc1)NCC1CC(Cc2cccc(F)c2)=NO1 (centres undefined)
  1.1 | 1 | -1 | 0.0
66. COc1cc(C(=O)Nc2cc(-c3nc4cccnc4s3)ccc2C)cc(OC)c1OC
  -1.3 | -56 | -7 | 0.0
67. CC(C)CN(CCNC(=O)Cn1nc(-c2ccc(Cl)cc2)ccc1=O)CC(C)C
  2.2 | 11 | 7 | 0.1
68. CCOc1cc(-c2nc3cnccn3c2NCCOC)ccc1O
  -0.2 | -1 | 24 | 6.3*
69. Cc1noc(C)c1CN1CCN(C(=O)CCCc2ccccc2)CC1
  0.9 | -5 | -4 | 0.3
70. C=C(CC)C(=O)c1ccc(OCC(=O)O)c(Cl)c1Cl
  -1.4&0.7&-2.4 | 9 | 21&-8&6 | 0.0&-0.1&0.2
71. CCn1c(N2CCOCC2)n[nH]c1=S
  -1.0 | -4 | -5 | -0.1
72. CCN1CCN(C(c2cc(OC)c(OC)c(OC)c2)c2nnnn2C(C)(C)CC)CC1 (centres undefined)
  0.0 | 5 | 4 | -0.1
73. COc1ccccc1NS(=O)(=O)c1ccc2oc(SCC(=O)NC(C)C)nc2c1
  2.7 | 2 | -3 | -0.2
74. O=C(COc1ccccc1)NC(=S)Nc1ccccn1
  6.6* | 0 | 8 | 0.1
75. CCC(=O)Nc1nc2c(s1)C(=O)CC(C(=O)NC(c1ccccn1)C(F)(F)F)C2 (centres undefined)
  -0.4 | -10 | -2 | -0.1
76. O=C1N=C(N2CCCC(CO)C2)S/C1=C/c1cccc2ccccc12 (centres undefined)
  -2.1 | 61* | 2 | -0.1
77. Cc1nc2ccccc2c(=O)n1NC(=O)c1ccncc1
  1.0 | -9 | -3 | -0.1
78. CC(=O)N1CCN(c2nc(CN3CCCC(c4ccccc4)CC3)nc3ccccc23)CC1 (centres undefined)
  1.3 | 6 | -14 | 0.1
79. COc1cc(OC)cc(C(=O)NCc2ccc3c(c2)cc(C)n3C)c1
  0.8 | 2 | 9 | -0.4
80. O=C(Nc1ccccc1)c1cnc(NC2CCC(O)CC2)s1 (centres undefined)
  -1.9 | -35 | 4 | 0.1
81. CC(=O)N1c2ccccc2NC(=O)C1CC(=O)Nc1cccc(C)c1 (centres undefined)
  0.1 | 5 | -2 | 0.5
82. CN=C(NS(=O)(=O)c1ccccc1)c1ccc([N+](=O)[O-])cc1
  0.4 | 3 | 5 | 0.3
83. CN1C(=O)c2ccc(C(=O)Nc3ccc4c(c3)OCO4)cc2C1=O
  0.1 | 7 | -5 | 0.1
84. Cc1ccccc1CNC(=O)CCC(=O)N1CCSc2ccccc21
  -3.1 | -20 | 3 | -0.1
85. COC(=O)COc1ccccc1C1C(C(=O)OC)=C(N)OC2=C1C(=O)CC(C)(C)C2 (centres undefined)
  -1.1 | 1 | 11 | 0.5
86. c1ccc(-c2nc3c4ccccc4nc(NC4CC4)n3n2)cc1
  -1.1 | 9 | -1 | 0.0

Part of the list above, limited to GPR151 ag, TEAD-YAP inh and MITF inh.
| item | Structure | GPR151 ag | TEAD-YAP inh | MITF inh |
| --- | --- | --- | --- | --- |
| 83 | CN1C(=O)c2ccc(C(=O)Nc3ccc4c(c3)OCO4)cc2C1=O | 0.1 | 7 | -5 |
| 74 | O=C(COc1ccccc1)NC(=S)Nc1ccccn1 | 6.6* | 0 | 8 |
| 72 | CCN1CCN(C(c2cc(OC)c(OC)c(OC)c2)c2nnnn2C(C)(C)CC)CC1 (centres undefined) | 0.0 | 5 | 4 |
| 80 | O=C(Nc1ccccc1)c1cnc(NC2CCC(O)CC2)s1 (centres undefined) | -1.9 | -35 | 4 |
| 85 | COC(=O)COc1ccccc1C1C(C(=O)OC)=C(N)OC2=C1C(=O)CC(C)(C)C2 (centres undefined) | -1.1 | 1 | 11 |

Screening data as filed in PubChem BioAssay.
